Screening results as filed in PubChem BioAssay.
NPY-Y1 antag: NPY-Y1 (human) receptor antagonism. P25929. HEK293-CNG Y1 cells, membrane potential fluorescence; NPY at EC95, then isoproterenol. inhibition, % at 3.6 µM. actives 1% (n = 200,000);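 active = inhibition above the campaign mean inhibition of all tested compounds plus 3 SD, cut at about 20% in these data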;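 also: 0% = DMSO wells given NPY plus isoproterenol and 100% = isoproterenol alone without NPY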
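Benchmarks – high control isoproterenol alone, low control NPY with isoproterenol · Material – HEK293 Y1/CNG channel cell line · Times – dye 3 h, compound 60 min room temperature, stimulation 45 min · Probe or stimulus – NPY (25 nM), isoproterenol (1 µM), Ro 20-1724 (25 µM) · Evaluation – % inhibition of NPY effect · Signal – fluorescence, membrane potential probe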
S1P4 antagonist: blocks the human S1P4 receptor | O95977 | S1P4-expressing cells, antagonist mode, reporter read-out | inhibition, % at 4.98 µM | actives 0.26% (n = 220,000); in the data active = inhibition above about 29%;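 also: 0% = wells stimulated with agonist and 100% = vehicle wells without agonist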
NPY2 pot ag: human NPY-Y2 potentiation or agonism, primary screen. activation, % at 3.6 µM. actives 0.45% (n = 220,000). AID 1359. cells expressing NPY-Y2, potentiator/agonist read-out; in the data active = activation above about 27%;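 also: cells stimulated with NPY near EC25 plus isoproterenol at EC100; 0% = vehicle plus submaximal agonist and 100% = vehicle plus saturating agonist; some results beyond the cut were filed as inactive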
p97 inhibitor: inhibitors of human p97 ATPase. P55072. recombinant p97 ATPase, Kinase-Glo ATP luminescence, 3 h. actives 0.42% (n = 220,000). inhibition, % at 8 µM; in the data active = inhibition above about 15%;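 also: 0% = DMSO vehicle and 100% = wells lacking enzyme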
EP2 mod: modulators of human EP2 prostaglandin E2 receptor; actives 0.83% (n = 260,000); induction, % at 25 µM; P43116; EP2-expressing cells, cAMP HTRF FRET, PGE2 co-stimulation; AID 940;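 active = compounds whose cAMP rise, as percent of the full-agonist control response, exceeds 60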;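 also: rat C6 glioma line stably carrying human EP2 under a CMV promoter; the protocol text gives 20 µM as final concentration; 100% = response of wells given 1 µM PGE2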
NPY1 pot ag: potentiators or agonists of human neuropeptide Y receptor Y1; P25929; NPY-Y1 expressing cells, potentiator/agonist activation; activation, % at 3.6 µM; actives 0.37% (n = 220,000); in the data active = activation above about 33%, passing the limit was not always enough;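 also: cells stimulated with NPY at EC10 then isoproterenol at EC100; 0% = low agonist plus stimulus and 100% = saturating agonist plus stimulus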
eIF4E 4G PPI: eIF4E/eIF4G interaction inhibition in translation initiation | P63073+Q04637 | TR-FRET eIF4E-eIF4GI(517-606) binding, 2 h | inhibition, % at 21.7 µM | actives 0.37% (n = 220,000) | AID 782;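 active = inhibition above about 30%, limit read from the data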;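 also: 0% = full FRET control wells and 100% = background wells lacking eIF4GI fragment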
S1P4 agonist: human S1P4 receptor agonism; O95977; S1P4-expressing cell line, agonist reporter assay; activation, % at 4.98 µM; actives 0.35% (n = 220,000); in the data active = activation above about 11%;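 also: 0% = DMSO vehicle and 100% = reference agonist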
PGE2 EP2 inh: EP2 receptor (human) inhibition; actives 0.52% (n = 260,000); P43116; inhibition, % at 25 µM; C6 glioma cells expressing human EP2, cAMP TR-FRET; cells stimulated with saturating PGE2;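 active = percent inhibition above 40 after rounding to a whole number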;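 also: rat C6 glioma host cells with rolipram phosphodiesterase inhibitor present; the protocol text gives 20 µM as final concentration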
The depositor's hits bear a star; . = no result given; & = joins results of further samples; ! = not active in a repeat; [ ] = another dose, or the depositor's remark. An excerpt (hit frequency here may not be typical).

Value order – NPY-Y1 antag	S1P4 antagonist	NPY2 pot ag	p97 inhibitor	EP2 mod	NPY1 pot ag	eIF4E 4G PPI	S1P4 agonist	PGE2 EP2 inh
CC(C(=O)c1c[nH]c(C(N)=O)c1)c1ncc(C(F)(F)F)cc1Cl (stereo unspecified)
→ -6	-5	15	6	6	14	-5	0.0	6
Cc1cccc(OCC(=O)Nc2ccc3c(c2)nc(CN2CCCCC2)n3C)c1
→ .	-17	-23	2	0	10	4	-0.8	2
O=C(NNC(=O)C1CC1)c1ccc(-c2ccccc2)cc1
→ -3	-1	-1	3	-7	-2	0	0.5	6
Clc1ccccc1-c1nnn(Cc2ccc(-c3nn[nH]n3)cc2)n1
→ 6	-10	-4	2	14	2	-9[fluorescence artefact?]	1.1	6
O=C(Cc1c(F)cccc1Cl)N(Cc1ccccc1)c1ccccn1
→ -2	0	7	0	18	18	-2	-0.4	9
Cc1cc(Cl)ccc1NC(=S)N1CCC(C(N)=O)(N2CCCCC2)CC1
→ 6	-22	11	-5	-11	-10	-19	-0.8	4
C=CCn1c(SCC(=O)NC(=O)NC)nnc1C1CCCCC1
→ -4	2	2	0	0	2	-2	0.3	8
O=C(NCc1ccco1)/C(=C/C=C\c1ccccc1)NC(=O)c1ccc(Br)o1
→ 0	-9	-7	4	33	-8	-2	1.7	9
O=[N+]([O-])c1ccc(C2(O)CN(c3ccccc3)C3=[N+]2CCS3)cc1 (stereo unspecified)
→ 9	8	-18	-1	26	-22	-2	6.3	5
COc1ccc(-c2csc(NC(=O)c3ccc(N4C(=O)CCC4=O)cc3)n2)cc1
→ -2	11	-13	-1	-50	-9	-1	-0.4	12
O=C(CCCCCn1c(=S)[nH]c2ccccc2c1=O)N1CCOCC1
→ -6	-4	-21	4	-11	21	-6	-0.4	6
COc1ccc(NC(=O)CN2CCC(C(N)=O)(N3CCCCC3)CC2)c(OC)c1
→ -3	-4	1	-4	8	-7	0	-1.5	5
Cc1ccc(N2CCN(C(=S)c3ccc(N(C)C)cc3)CC2)cc1
→ -2	-7	5	2	-39	-12	0	1.6	9
Cc1cccc(C)c1-n1cccc1/C=C1\SC(=S)N(c2cccc(C(=O)O)c2)C1=O
→ -8	-3	-12	-3	7	-10	23	0.8	6
Cc1ccc(NS(=O)(=O)c2ccc(Cl)c(C(=O)Nc3ccccc3-c3nc4ccccc4[nH]3)c2)cc1C
→ -5	-3	-24	7	-15	-29	20	0.8	5
Cc1cccc(C(=O)N2CCN(C(=O)c3cccc(C)c3)C(C)C2)c1 (stereo unspecified)
→ 5	24	18	1	-4	3	-14[fluorescence artefact?]	1.3	17
CC1CCCN(C(=O)CN2C(=O)c3ccccc3C2=O)C1 (stereo unspecified)
→ -2	-7	0	3	25	3	-5	-0.5	2
O=C(C1CCC1)N1CCC(O)(c2cccc(F)c2)CC1
→ 11	1	15	2	14	6	-1	1.7	4
CC(C)NS(=O)(=O)c1ccc(NC(=S)NC(=O)c2cccc([N+](=O)[O-])c2)cc1
→ -1	-13	20	4	-55	-6	2	0.4	9
COCCNCCOc1ccccc1-c1ccccc1
→ 8	-12	8	3	17	-14	-5	2.4	7

(listing goes on)
Value order – NPY-Y1 antag	S1P4 antagonist	NPY2 pot ag	p97 inhibitor	EP2 mod	NPY1 pot ag	eIF4E 4G PPI	S1P4 agonist	PGE2 EP2 inh
CC1CCCCN1C(=O)CSc1nc2ccsc2c(=O)n1Cc1ccccn1 (stereo unspecified)
→ 18	0	-5	-4	-27	7	11	-1.2	5
COc1nc(OC)nc(N2CCC(C(=O)NCc3ccc(F)cc3)CC2)n1
→ -2	-15	-6	0	14&14	-5	4[fluorescence artefact?]	-0.5	10&8
Cc1ccnc(NS(=O)(=O)c2ccc(NC(=O)c3cc(-c4ccc(Br)cc4)nc4ccccc34)cc2)n1
→ 0	-27	-9	7	13	3	2	-3.3	9
CN(C)CCNC(=O)/C(=C/c1ccc(-c2cccc(Cl)c2)o1)NC(=O)c1ccccc1
→ 5	-9	-2	7	-43	-25	0[fluorescence artefact?]	1.5	6
COC(=O)c1c(NC(=O)COC(=O)c2ccc(NC(=O)CC#N)cc2)sc2c1CCCCC2
→ 1	-25	2	-1	6	11	19	3.2	11
C=CCn1c(CCNC(=O)c2ccccc2F)nnc1SCC(=O)Nc1nc(C)cs1
→ 1	-26	-19	-6	15	1	-1	4.0	11
CCCCNC(=O)C1CCN(Cc2ccc(OCc3ccccc3)cc2)CC1
→ 7	-9	-9	-2	-5	-13	-4	-0.8	11
Cc1ccc[n+](/C(C(=S)NCc2ccco2)=C(/[O-])c2ccccc2Cl)c1
→ 3	1	-10	-4	16	7	-1	-0.2	12
O=C(Nc1ncc(Cc2cccc(Cl)c2)s1)C1CCCO1 (stereo unspecified)
→ -2	-13	1	-4	-21&-3	16	12	0.3	7&7
CN(C)c1nc(N(C)C)nc(N2CC(CCl)OC2=N)n1 (stereo unspecified)
→ -2	2	-6	0	24	-8	2	-0.4	11
COc1cc2[nH]c(-c3cccc(F)c3)cc(=O)c2cc1OC
→ 0	3	2	3	-1	-15	-1	-0.7	18
COC(=O)c1cc(N=C(N)N=C(N)N)cc(C(=O)OC)c1
→ .	-6	-21	-3	27	4	-3	0.8	5
Cc1nnc(SCc2cc([N+](=O)[O-])cc3c2OCOC3)n(N)c1=O
→ 1	-18	7	0	-9	-9	4	2.9	6
O=C(NCc1ccco1)c1cc2sccc2n1Cc1ccc(F)cc1
→ -1	0	20	1	41	11	5	-3.6	7
CCCCNC(=O)Cc1ccc(Br)cc1
→ 4	-15	-2	2	7	13	-2	13*	10
CC(=O)c1ccc(N(C)C)c2c(N(C)C)cccc12
→ 3	-1	-9	-6	4	-18	9	-1.1	10
O=C(CN1CCN(S(=O)(=O)c2ccccc2)CC1)Nc1ccc([N+](=O)[O-])cc1
→ -3	0	-3	3	-2	7	12	0.9	8
CCc1ccc(-c2csc(NC(=O)C3=NN(c4ccccc4)C(=O)CC3)n2)cc1
→ -1	-21	-9	-2	-22	-5	0[fluorescence artefact?]	-2.5	7
O=C(C1=C(O)/C(=C/c2ccc(O)cc2)CCC1)C(F)(F)F
→ 8	7	-17	3	-37	-14	-7[fluorescence artefact?]	-1.4	16
CNC(=O)c1ncoc1-c1ccc(Cl)cc1
→ .	4	7	6	-11	10	2	2.7	8

Carrying on.
Value order – NPY-Y1 antag	S1P4 antagonist	NPY2 pot ag	p97 inhibitor	EP2 mod	NPY1 pot ag	eIF4E 4G PPI	S1P4 agonist	PGE2 EP2 inh
Cc1c(Cl)c([N+](=O)[O-])nn1Cc1ccc(C(=O)NN)o1
→ .	13	-3	-5	9	-14	4	1.0	7
CC1(C)CC(=O)C(C=Nc2ccc(NC3=C(C#N)C(=O)CC(C)(C)C3)cc2)=C(O)C1
→ -5	-2	-1	-6	-14	-15	2	1.2	9
O=C(Nc1ccc2ncccc2c1)c1ccccc1Cl
→ 1	-4	-2	4	-12&4	7	2	0.2	9&6
CCOc1ccc(NC(=O)C2C(C(=O)O)C3(Cl)C(Cl)=C(Cl)C2(Cl)C3(Cl)Cl)cc1 (stereo unspecified)
→ 3	-19	-11	5	-3	9	3	-1.1	8
COCCn1c(SCC(=O)Nc2cc(C(C)(C)C)nn2-c2ccccc2)nnc1-c1ccncc1
→ -1	-11	3	-2	4	-10	0	5.2	5
COc1ccc(-c2ccnc(SCC(=O)c3ccc(Br)cc3)n2)cc1
→ 5	4	0	-3	15	6	8[fluorescence artefact?]	0.4	5
Cc1ccc(-c2noc(-c3ccccc3C(=O)N3CCN(C)CC3)n2)cc1
→ 0	-24	-31	-9	8	-13	1[fluorescence artefact?]	0.1	11
COCCNC(=O)c1cc2ncc(Br)cn2n1
→ 0	-25	-3	4	11	7	-3	1.9	7
COCCCNC(=O)c1c(N)n(-c2ccc(S(N)(=O)=O)cc2)c2nc3ccccc3nc12
→ -2	-14	14	1	-20	18	-15	0.2	.
CCCC(=O)Nc1cc(C(=O)O)ccc1Sc1ccc(C)cc1
→ 3	2	-28	3	3	-8	-3	-1.1	3
COc1cc2c(cc1OC)CN(Cc1nc3ccsc3c(=O)[nH]1)CC2
→ 3	-3	4	6	2	-9	-9	0.2	9
COc1ccc(/C=N/N2C(=O)c3ccccc3C2=O)cc1
→ -1	-25	4	6	10	17	21	1.5	2
CCN(CC)C(=O)c1cnn(-c2ccccc2)c1NC(=O)c1cccc(F)c1
→ -5	-5	2	1	20	-3	-5	1.8	13
Nc1ccc(C(=O)OCC(=O)N2CCOCC2)cc1[N+](=O)[O-]
→ 11	-12	-2	-3	4	-1	0[fluorescence artefact?]	-1.4	12
O=C(COc1nncc2ccccc12)Nc1ccc(F)c(F)c1
→ 1	-11	0	3	-3	6	1	0.0	10
CC1=NN(Cc2ccccc2)C(=O)/C1=C/c1ccc(N(C)C)cc1
→ -2	16	-21	0	-37	10	-4[fluorescence artefact?]	2.4	18
CCn1c(SCC(=O)OC2CCCCC2)nnc1-c1ccncc1
→ 8	-13	-9	-2	-9	-6	0[fluorescence artefact?]	1.9	9
CCOc1cc(NC(=S)NCC2CCCO2)c(OCC)cc1NC(=O)CC(C)C (stereo unspecified)
→ 7	-12	2	1	51	6	-3	0.8	8
CCC(=O)NC(=S)Nc1ccc(NC(=O)COc2ccccc2)cc1
→ 4	-3	10	5	-1	5	-1[fluorescence artefact?]	2.1	7
CCn1c(CSc2nc3ccccc3s2)nnc1SCC(=O)c1ccc(O)c(O)c1
→ 5	-9	4	6	-26	-20	-1	0.0	4

Next section.
Value order – NPY-Y1 antag	S1P4 antagonist	NPY2 pot ag	p97 inhibitor	EP2 mod	NPY1 pot ag	eIF4E 4G PPI	S1P4 agonist	PGE2 EP2 inh
O=c1c2ccccc2nc2n1CCCCN2
→ 1	-19	2	-2	35	-15	4	-0.1	9
C=CCC(CC=C)(NC(=O)c1cccc(C)c1)c1ccccc1
→ 11	-20	-6	-3	36	-28	3	1.1	7
Cc1cc2n(n1)C(c1ccccc1)Nc1ccccc1-2 (stereo unspecified)
→ 3	-14	5	1	64*!	15	9	-2.7	8&11
COc1ccc(NC(=O)c2cc(=O)c3ccccc3o2)cn1
→ 0	-6	8	3	5	18	14[fluorescence artefact?]	-0.7	8
COc1ccc(C2CC(c3cccs3)=NN2C(=O)CSc2nc3ccccc3o2)cc1 (stereo unspecified)
→ 11	8	-23	0	22	-24	3	0.5	9
COC(=O)c1cc(OC)c(OC)cc1NC(=O)c1ccccc1
→ 9	-2	10	2	34	12	-4	-0.6	7
O=C(c1cccs1)n1nc(NCc2ccccc2)nc1NCc1ccccc1
→ 3	-26	-4	0	22	-12	-6	-0.7	8
Cc1ccc(NC(=O)Nc2ccc3c(c2)nc(C)n3C)cc1C
→ 7	9	-16	6	-27	1	2	-0.4	3
Cc1ccccc1N1CCN(C(=O)CN2C(=O)c3ccccc3C2=O)CC1
→ 3	-7	-10	0	0	-3	-8	-0.6	12
O=C(O)CCCCCN1C(=O)C(O)=C(C(=O)/C=C/c2ccccc2)C1c1ccccc1[N+](=O)[O-] (stereo unspecified)
→ 4	-2	-16	6	3	17	10	1.1	11
Cc1ccccc1Nc1nc(N)c2ccccc2n1
→ 3	-4	12	-29	-43	-8	4	0.5	8
CCOC(=O)CSC1=C(C#N)C(c2ccc(OC)cc2)C2=C(CC(C)(C)CC2=O)N1 (stereo unspecified)
→ 3	-20	7	-2	25	1	-4	-0.8	11
CC(C(=O)Nc1cccc([N+](=O)[O-])c1)N1CCN(C/C=C/c2ccccc2)CC1 (stereo unspecified)
→ 4	8	-7	-2	-2	-12	2	1.5	5
